FEN1 inhibitor – qHTS Assay for the Inhibitors of Human Flap endonuclease 1 (FEN1); Potency, µM (top dose mostly 114 µM), for the others: at the top dose activity change, negative = inhibition, actives largely listed as inhibitors; Recombinant FEN1 flap cleavage, fluorescence, 15 min; actives 0.35% (n = 390,000); P39748; note: nearly all actives have a fitted effect of over 65% in size
Target sequence (P39748 whole entry, looked up): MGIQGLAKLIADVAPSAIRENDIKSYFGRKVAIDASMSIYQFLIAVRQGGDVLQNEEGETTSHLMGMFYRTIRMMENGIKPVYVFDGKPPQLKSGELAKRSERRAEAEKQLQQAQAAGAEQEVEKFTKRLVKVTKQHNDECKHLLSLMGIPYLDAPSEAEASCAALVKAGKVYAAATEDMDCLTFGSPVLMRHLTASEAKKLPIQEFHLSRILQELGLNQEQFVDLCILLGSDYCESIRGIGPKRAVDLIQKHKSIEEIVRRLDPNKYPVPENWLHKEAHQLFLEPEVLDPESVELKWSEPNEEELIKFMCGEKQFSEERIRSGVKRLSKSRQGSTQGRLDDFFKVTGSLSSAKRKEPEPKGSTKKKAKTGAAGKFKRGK
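Steps: FEN1 (10 nM) dispensed; compound added by pin tool; 15 min at room temperature; substrate added to 50 nM final; reads at 0 min and 15 min; data normalized and fitted (four-parameter Hill).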
N370S GC – qHTS Assay for Inhibitors and Activators of N370S glucocerebrosidase as a Potential Chaperone Treatment of Gaucher Disease; Lysosomal acid glucosylceramidase (Homo sapiens), P04062; N370S GC spleen homogenate, 4MU-glucoside fluorescence; Potency, µM (top dose mostly 59.4 µM), inactives show at the top dose activity change, negative = inhibition, most hits filed as inhibitors; actives 0.092% (n = 330,000);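 note: 0% = full enzyme activity and -100% = no enzyme basal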
TDP1 cell CPT – qHTS for Inhibitors of human tyrosyl-DNA phosphodiesterase 1 (TDP1): qHTS in cells in presence of CPT; chicken DT40 Tdp1-/-;hTDP1 cells + 20 nM CPT, ATP luminescence, 48 h; Potency, µM (doses to about 46.2 µM), inactives show at the top dose activity change, negative = growth inhibition, hits mostly inhibitors; actives 12% (n = 420,000); note: nearly all actives have a fitted effect of over 55% in size
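Chicken DT40 Tdp1-/- cells stably complemented with human TDP1 were seeded at 400 cells/well in medium containing 20 nM camptothecin, exposed to pin-transferred compounds, and grown at 37 °C for at least 48 hr. Viability was read as ATP luminescence.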
Starred values were filed as active, the others as inactive; ? = inconclusive; . = not tested or not shown; & = joins results of further samples; [ ] = dose if it differs, or a comment. Calls come from the whole dose curve; as a rule, active = well fitted curve in the direction sought with a large enough effect; inconclusive = small, poorly fitted or top-dose-only effect, or another doubt; inactive = no such curve, though single readings can be large; an effect the other way counts as inactive or inconclusive. Unless noted, % is set by controls: 0 for no effect and ±100 for the full control effect; potency is the fitted concentration of half-maximal effect. Only part of the results is shown; rates above refer to the full screens.

smiles | FEN1 inhibitor | N370S GC | TDP1 cell CPT
Cc1ccccc1C(=O)NC(CC(C)C)C(=O)N1CCN(c2ccccc2)CC1 (stereo unspecified) | -3% | -13% | -26%
COc1ccc(N2C(=NC(=O)CCC3CCCC3)SC3CS(=O)(=O)CC32)cc1 (stereo unspecified) | -2% | 1% | -11%
CS(=O)(=O)CCC(C(=O)O)N1C(=O)c2ccc(Oc3ccc(Cl)cc3)cc2C1=O (stereo unspecified) | -9% | -13% | -1%
Cc1c(NC(=O)CN2CCN(C(=O)c3ccco3)CC2)c(=O)n(-c2ccccc2)n1C | 7% | 10% | -2%
COC(=O)c1ccc(OC(=O)c2cccnc2)cc1 | 5% | -6% | -7%
CCOC(=O)c1cnc2ccc(C)cc2c1NCCc1ccc(OC)c(OC)c1 | -30% | . | 15µM*
O=C(CC(=O)Nc1ccccc1C(=O)O)NNC(=O)Cc1ccccc1 | 11% | 14% | -7%
Cc1nc(Sc2ccc(Cl)cc2)c(C#N)c(C)c1[N+](=O)[O-] | 0% | 18% | ?
COC(CNC(=O)c1ccc2c(c1)nc(C)n2-c1cccc(C)c1)OC | 1% | -12% | 5%
O=[N+]([O-])c1ccc(Nc2nc(NC3CCCCC3)nc(N3CCCC3)n2)cc1 | -6% | -2% | 26µM*
CCOC(=O)c1c(-c2ccccc2)oc2ccc(OCC(N)=O)cc12 | -3% | -4% | ?
C=CCNC(=O)/C=C/c1cccs1 | 8% | -11% | 6%
CCCCC(C(=O)OCC(=O)c1ccc(OC)cc1)N1C(=O)c2ccccc2C1=O (stereo unspecified) | -20% | 7% | ?
Nn1c(SCC(=O)Nc2ccc3c(c2)OCO3)nnc1-c1cccc(Cl)c1 | -4% | -24% | -22%
CS/C(N)=N/N=C/c1c(O)ccc2ccccc12 | -22% | -4% | ?
CC(=O)C1(O)C(C)CC2C3CC(F)C4(O)CC(O)CCC4(C)C3CCC21C (stereo unspecified) | 0% | . | -6%
Cc1ccc(NC(=O)CN2CCOCC2)c(Br)c1 | 0% | 0% | 8%
CC(C)Cn1cc(C(=O)NCCCOC(C)C)c2c3ccccc3n(C)c2c1=O | 10% | 4% | -13%
Cn1c(CSc2ccccc2)c(C#N)c2ccccc21 | -2% | ? | -3%
Cc1ccc(N=Cc2c(O)n(-c3cc(Cl)ccc3N3CCOCC3)c(=O)c3ccccc23)cc1C | -4% | 0% | 7.3µM*
CC(C)N(C(C)C)S(=O)(=O)c1ccc(N2CCc3ccccc3C2)nc1 | -11% | 2% | ?
Nc1ccc(S(=O)(=O)NC2(C(F)(F)F)NC(=O)N(c3cccc(Cl)c3)C2=O)cc1 (stereo unspecified) | -2% | . | 13%
COc1ccc(Cl)cc1NC(=O)CCc1nnc2ccc(N3CCC4(CC3)OCCO4)nn12 | 20% | -2% | -8%
COc1cc2cnncc2cc1OC | 4% | ? | 9%
CS(=O)(=O)c1ccc(Cl)c(NC(=O)CSc2nc3ccccc3c(=O)n2Cc2ccco2)c1 | -4% | -15% | -29%
COc1ccc(CCC(=O)Nc2sccc2C#N)cc1 | 6% | -10% | -29%
Cc1cccc(NS(=O)(=O)c2ccc(C3CCCCC3)cc2)n1 | 9% | ? | -18%
O=C(O)CC(Cc1ccc(Cl)cc1)C(=O)Nc1ccccc1 (stereo unspecified) | -1% | -5% | 7%
CN(C)S(=O)(=O)c1cc(NC(=O)CSc2ncc(C(F)(F)F)cc2Cl)ccc1Cl | -15% | 4% | 15µM*
COc1ccccc1C(=O)N/C(=C\c1ccccc1)C(=O)NCc1ccco1 | 7% | -2% | 4%
CCOC(=O)c1c(C)sc(-c2c(-c3ccc(OC)c(F)c3)[nH]c3c2c(=O)[nH]c(=O)n3C)c1O | 12% | . | 16µM*
CCc1ccccc1S(=O)(=O)Cc1ccc(C(=O)NCCc2ccc(Cl)cc2)o1 | -16% | . | ?
COc1ccccc1C(=O)NCC1(N2CCN(C)CC2)CCCCC1 | -2% | . | -17%
CCN(CC)S(=O)(=O)c1cc(C(=O)Nc2ccc(Cl)cn2)ccc1C | 1% | 13% | ?
CN(C)S(=O)(=O)N1CCN(C(=O)c2ccccc2)CC1 | 9% | -7% | 5%
COc1ccc(C2N(Cc3ccccc3)CCN2Cc2ccccc2)cc1[N+](=O)[O-] | -9% | -5% | 9%
COc1ccccc1OCC(=O)NCC1CCCCC1 | -4% | ? | -2%
C[C@H](NC(=O)C1CC(=O)N(c2ccc3c(c2)OCCO3)C1)C(=O)N1CCCCC1 (stereo partly specified) | -2% | -2% | 5%
CCC(=O)c1cc2c(C)cc(=O)oc2c(C)c1O | -7% | -14% | 0%
Cc1ccsc1C(=O)N(C)CC(=O)Nc1ccccc1Br | -3% | -1% | -2%
CSc1nc(O)c(C2OC(=O)c3ccccc32)c(=O)[nH]1 (stereo unspecified) | -3% | -3% | -26%
CC1CCc2nc(NC(=O)COc3ccc(C(C)(C)C)cc3)sc2C1 (stereo unspecified) | -4% | . | ?
CCN(CC)CCC(c1cc(OC)c(OC)c(OC)c1)c1c(O)cc(OC)cc1OC (stereo unspecified) | 2%&-12% | -1%&-1% | ?
Cc1ccc(CNS(=O)(=O)c2ccc(N3CCCCS3(=O)=O)cc2)cc1 | 0% | . | 12µM*
Cc1cccc(NC(=O)CSc2ccc(C(N)=O)cc2[N+](=O)[O-])c1C | -9% | -24% | ?

Reprinted from the part before: 2 compounds, then new ones.
smiles | FEN1 inhibitor | N370S GC | TDP1 cell CPT
Cc1ccc(CNS(=O)(=O)c2ccc(N3CCCCS3(=O)=O)cc2)cc1 | 0% | . | 12µM*
Cc1cccc(NC(=O)CSc2ccc(C(N)=O)cc2[N+](=O)[O-])c1C | -9% | -24% | ?
COC(=O)c1c(N)c2ccccc2[nH]c1=O | 5% | 0% | -6%
O=C1CC(NC2CCN(C(=O)c3cccc(F)c3)CC2)C(=O)N1 (stereo unspecified) | 7% | 4% | -6%
Nc1c(N(CCCO)C(=O)C2CCCCC2)c(=O)[nH]c(=O)n1Cc1ccccc1 | -6% | . | -8%
CCOC(=O)c1ccccc1NC(=O)COC(=O)CC1CCCCC1 | 11% | 28% | ?
COc1ccc(CNc2nc(-c3cccnc3)nn2S(C)(=O)=O)cc1 | 2% | 3% | 4%
Cc1cc(C)c2nc(NC(=O)c3ccc(S(=O)(=O)N4CCC(C)CC4)cc3)sc2c1 | -2% | . | -19%
Nc1ncnc2c1ncn2[C@@H]1O[C@H](CN=C2NS(=O)(=O)c3ccccc32)[C@@H](O)[C@H]1O | 4% | . | -29%
CC(Oc1ccc(F)cc1)C(=O)N1CCN(c2ncccn2)CC1 (stereo unspecified) | 25% | -13% | -7%
O=C(CN1C(=O)c2ccccc2C1=O)NC(Cc1ccccc1)C(=O)O (stereo unspecified) | -8% | . | 1%
C/C(=N\OCC(=O)OCC(=O)N(Cc1ccccc1)C(C)(C)C)c1ccc2c(c1)OCO2 | 3% | -4% | -1%
CCOC(=O)c1c(C)n(-c2ccccc2)c2ccc(OC(=O)COc3ccccc3)cc12 | -6% | . | ?
CCCCCN(C(=O)CCC(=O)OCc1ccc(C(C)(C)C)cc1)c1c(N)n(CCCC)c(=O)[nH]c1=O | -3% | 3% | ?
O=C(CN1CCC(NC(=O)c2cccc(F)c2)CC1)NCc1cccs1 | 12% | 5% | -5%
CCOC(=O)c1c(NC(=O)C(C)OC(=O)c2ccc(NC(=O)CC#N)cc2)sc2c1CCCC2 (stereo unspecified) | -12% | 9% | 23µM*
CN(C)c1ccc(P(=O)(OCc2ccccc2)C(O)c2ccccc2F)cc1 (stereo unspecified) | 2% | -18% | 12%

Carrying on.
Screens in order: FEN1 inhibitor | N370S GC | TDP1 cell CPT
CN(C)c1cc(Nc2ccc(O)cc2)c([N+](=O)[O-])c2nonc12
    -1% | 1% | -12%
COC(=O)c1sccc1NC(=O)c1cc(C)on1
    0% | 6% | ?
O=C1CC(NS(=O)(=O)c2ccc(F)cc2)CN1c1ccc2c(c1)OCCO2 (stereo unspecified)
    -1% | 1% | -17%
COc1ccc(OCCOC(=O)c2cccs2)cc1
    10% | 5% | -3%
C=CCS/C(N)=N\N=C\c1c(O)ccc2ccccc12
    ? | -8% | ?
O=S(=O)(NC1CC1)c1ccc(Br)cc1N1CCC[C@H]1CO
    -4% | . | ?
O=c1[nH]c2ccc(Cl)cc2c(-c2ccccc2)c1CN1CCOCC1
    -26% | ? | ?
O=C(C1CC1)N1CCc2cc(Br)c(S(=O)(=O)N3CCCCCC3)cc21
    1% | . | 16µM*
CC(=O)N1CCC(=O)Nc2ccc([N+](=O)[O-])cc21
    -6% | -1% | 2%
Cc1ccc(C(C)C)c(OC(=O)/C=C/c2ccccc2)c1
    0% | 18% | ?
COc1ccc(C(OCC(O)CN2CCC(O)CC2)c2ccc(OC)cc2)cc1 (stereo unspecified)
    -7% | -18% | 11%
C/C(=N\NC(=O)c1ccc(Br)o1)c1cc2c(cc1NC(=O)CCC(=O)O)OCO2
    -6% | 2% | 7%
CCOC(=O)c1ccc(S(=O)(=O)N2CCC(C(=O)NCc3ccccc3OC)CC2)cc1
    -13% | . | ?
COc1ccc(C(=O)NC(C)C2CC3CCC2C3)c(OC)c1 (stereo unspecified)
    -1% | -5% | 23µM*
O=C(c1ccccn1)N1CCN(S(=O)(=O)c2ccc(F)cc2)CC1
    9% | -3% | 1%
CSCCC(NC(=O)C1CCC(C)CC1)C(=O)Nc1ccc(NC(C)=O)cc1 (stereo unspecified)
    -13% | -18% | 6%
CN1c2ccccc2C(C)(C)C12C=Nc1c(ccc3ccccc13)O2 (stereo unspecified)
    -17% | 2% | 1%
COc1cc(C2C(C#N)=C(N)Oc3c2ccc2ccccc32)ccc1OCC(=O)Nc1ccc(C)cc1 (stereo unspecified)
    -1% | 3% | ?
Cc1nc(C2CCCCC2)c(-c2ccccc2)c(N2CCOC2=O)c1C
    3% | . | ?
O=c1c2ccccc2nc(-c2ccccc2)n1Cc1ccc(Cl)cc1
    -10% | 11% | ?
Cc1ccc(-c2cc(C(=O)Nc3c(C(=O)c4ccc(C)c(F)c4)oc4ccccc34)no2)cc1
    0% | . | -16%
COc1ccc(-c2csc(C(C#N)=C(O)CSc3nccn3C)n2)cc1OC
    -4% | . | 8%
CC(CN1CCN(C)CC1)OC(=O)c1cccc(Cl)c1 (stereo unspecified)
    0% | -15% | 1%
CCC(C)(NC(=O)c1ccccn1)C(=O)NC1CCCCC1 (stereo unspecified)
    -3% | 10% | -5%
OCC1(CCOc2ccccc2)CCN(Cc2ccc3cccc(F)c3n2)CC1
    5% | 10% | -6%
Cc1ccc(C)c(CN2C(=O)c3ccccc3S(=O)c3ccc(C(=O)NCCc4ccc(Cl)cc4)cc32)c1 (stereo unspecified)
    3% | . | 13µM*
CN1C(=O)CC(N2CCN(C(=O)c3ccccc3)CC2)C1=O (stereo unspecified)
    1% | -2% | 0%
CN1CCN(C2CC(=O)N(c3ccc4c(c3)OCCO4)C2=O)CC1 (stereo unspecified)
    9% | 11% | 2%
O=C(N/N=C/c1ccccn1)NC12CC3CC(CC(C3)C1)C2
    -16% | ? | -19%
COc1ccc(N(CC(=O)Nc2ccc3c(c2)OCO3)S(C)(=O)=O)c(OC)c1
    0% | -1% | -22%

A stretch of the results above:
Screens in order: FEN1 inhibitor | N370S GC | TDP1 cell CPT
Cc1ccc(-c2cc(C(=O)Nc3c(C(=O)c4ccc(C)c(F)c4)oc4ccccc34)no2)cc1
    0% | . | -16%
COc1ccc(-c2csc(C(C#N)=C(O)CSc3nccn3C)n2)cc1OC
    -4% | . | 8%
CC(CN1CCN(C)CC1)OC(=O)c1cccc(Cl)c1 (stereo unspecified)
    0% | -15% | 1%
CCC(C)(NC(=O)c1ccccn1)C(=O)NC1CCCCC1 (stereo unspecified)
    -3% | 10% | -5%
OCC1(CCOc2ccccc2)CCN(Cc2ccc3cccc(F)c3n2)CC1
    5% | 10% | -6%

Further compounds:
Screens in order: FEN1 inhibitor | N370S GC | TDP1 cell CPT
CCS(=O)(=O)c1ccc(O)c(NC(=O)Nc2ccccc2)c1
    -4% | 14% | -6%
O=C(Cn1cnc2c(nnn2Cc2ccc(Cl)cc2)c1=O)OCc1ccccc1
    -9% | -5% | ?
CC1(C)C2(C#N)C(N)=NC3(OCCO3)C12C#N (stereo unspecified)
    27% | -10% | -8%
O=C(O)c1ccc(CSc2ncn[nH]2)cc1
    15% | 2% | 3%
C[C@@H](O)[C@H]1C(=O)N2C(C(=O)O)=C(S[C@@H]3CN[C@H](C(=O)N(C)C)C3)[C@H](C)[C@H]12
    . | 0%[21.6 µM] | -4%
C/C(C/C(C)=C1/SC(=S)NC1=O)=C1\SC(=S)NC1=O
    13µM* | 0% | 4%
COC(=O)Cn1c2c(c3cc(C)ccc31)CCCC2
    6% | -16% | -9%
CC(C)OC(=O)c1cn(-c2ccccc2)nc1-c1ccco1
    -1% | -12% | ?
